PTEN del growth: growth suppression of PTEN-null HCT116, primary screen, cell-based, CellTiter-Glo; HCT116 PTEN-null viability, 60 h; stronger effect = lower value; hit rate 1.2% among 140,000; viability, % at 10 µM;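 active = viability at or below a set limit, 4 SD under the median of all tested compounds, cut at about 3.7% in these data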;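 note: PTEN knockout HCT116 line with beta catenin targeted HCT116 as companion control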
Yeast life ext: compounds extending yeast replicative lifespan, primary screen, S. cerevisiae, OD615; inhibition of the nicotinamide effect, % at 10 µM; S. cerevisiae growth with nicotinamide; deaD strain in restrictive glucose medium; hit rate 0.68% among 130,000;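 active = inhibition above a set limit, placed 3 SD over the median of all compounds, cut at about 26% in these data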;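 note: 0% = nicotinamide-treated wells and 100% = cells grown without nicotinamide; some compounds called inactive have numbers as strong as hits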
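Assay system: DeaD-strain S. cerevisiae. Medium: CSMM-D glucose medium, restrictive. Reagent: nicotinamide, 1.5 mM, co-present with compound. Compound: 10 µM single point, 0.25% DMSO. Schedule: culture preincubation 4 h, compound exposure 48 h, both 30 °C. Detection: absorbance at 615 nm.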
MRP-1 activ: H69AR viability gain despite doxorubicin, primary screen, MRP-1 activator project, H69AR cells, CellTiter-Glo; viability rescue; viability increase, % at 10 µM; hit rate 0.61% among 140,000; AID 799, 2007;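 active = viability gain under doxorubicin at or above a set limit, the compound median plus 3 SD, cut at about 4.7% in these data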;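 note: MRP-1 overexpressing cells given doxorubicin 25 µM after compound pretreatment; 18-22 h compound pretreatment then 72 h with doxorubicin before readout; 0% = doxorubicin-only wells and 100% = vehicle-treated cells without doxorubicin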
NPY Y2 blocker: NPY-Y2 receptor antagonists, primary screen, cell-based. Neuropeptide Y receptor type 2 (Homo sapiens), P49146. NPY-Y2 expressing cells, antagonist mode. inhibition, % at 2.7 µM. hit rate 0.99% among 140,000. AID 793, 2007; in the data active = inhibition above about 17%;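 note: 0% = vehicle with agonist challenge and 100% = reference antagonist with challenge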
Target sequence (P49146 whole entry, looked up): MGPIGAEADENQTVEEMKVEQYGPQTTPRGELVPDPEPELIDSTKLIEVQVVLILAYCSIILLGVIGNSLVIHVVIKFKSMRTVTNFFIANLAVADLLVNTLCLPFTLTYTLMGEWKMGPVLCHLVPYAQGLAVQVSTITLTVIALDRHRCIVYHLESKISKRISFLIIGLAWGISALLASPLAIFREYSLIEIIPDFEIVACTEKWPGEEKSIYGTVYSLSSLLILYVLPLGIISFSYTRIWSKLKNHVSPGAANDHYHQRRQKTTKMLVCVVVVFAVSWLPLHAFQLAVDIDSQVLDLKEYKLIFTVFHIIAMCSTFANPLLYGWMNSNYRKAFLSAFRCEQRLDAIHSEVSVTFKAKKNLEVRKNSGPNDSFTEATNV
Phagocyt inh: inhibitors of macrophage phagocytosis, primary screen, imaging, J774A.1 cells, IgG beads | J774A.1 macrophage IgG-bead phagocytosis | inhibition, % at 5 µM | hit rate 0.07% among 110,000;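 active = inhibition above the mean of the plate negative controls plus 5 SD, cut at about 13% in these data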;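 note: phagocytic index as fraction of beads internalized from green versus red external bead signal; plate controls were DMSO negative control for no effect and cytochalasin-D positive control for full effect; some results beyond the cut were filed as inactive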
GALR2 antag: GALR2 antagonists in receptor-expressing cells, primary screen; Galanin receptor type 2 (Homo sapiens), O43603; antagonist mode; inhibition, % at 4 µM; hit rate 0.39% among 140,000; in the data active = inhibition above about 27%;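 note: cells stimulated with galanin 1-16 at roughly its EC80; 0% = agonist challenge control and 100% = basal control without agonist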
Target sequence (O43603 whole entry, looked up): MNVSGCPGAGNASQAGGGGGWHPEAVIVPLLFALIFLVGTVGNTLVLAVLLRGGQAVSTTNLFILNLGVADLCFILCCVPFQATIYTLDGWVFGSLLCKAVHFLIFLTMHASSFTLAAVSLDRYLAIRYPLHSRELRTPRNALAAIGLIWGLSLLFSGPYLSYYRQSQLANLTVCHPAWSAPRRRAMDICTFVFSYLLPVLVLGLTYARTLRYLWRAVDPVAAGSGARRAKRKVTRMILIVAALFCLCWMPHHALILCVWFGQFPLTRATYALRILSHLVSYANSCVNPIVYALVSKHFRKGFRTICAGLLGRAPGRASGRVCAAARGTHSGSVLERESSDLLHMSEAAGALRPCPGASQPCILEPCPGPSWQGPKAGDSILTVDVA
bCat KO growth: primary screen for growth suppressors in beta-catenin knockout HCT116 cells (colon tumor, human) | AID 818, 2007 | viability, % at 10 µM | hit rate 1.5% among 140,000 | HCT116 beta-catenin knockout viability, CellTiter-Glo, 60 h; stronger effect = lower value;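 active = viability at or under a set limit, the compound median less 4 SD, cut at about 6% in these data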;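 note: 0% = Hyamine 1622 control at 20 µM and 100% = untreated cell control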
E-sel TNF inh: E-selectin induction blockers in HUVEC – imaging, immunofluorescence, high content, primary screen; HUVEC TNFa-induced E-selectin immunofluorescence; inhibition, % at 2 µM; hit rate 0.71% among 120,000;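 active = inhibition above the batch mean plus 3 SD, and confirmed as a hit on visual image review, cut at about 43% in these data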;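 note: 0% = TNF-stimulated DMSO wells and 100% = unstimulated control wells; not every result past the cut was called active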
Measles CPE: compounds protecting cells from measles virus cytopathic effect, primary screen, measles RdRp inhibitor project, single point, MLSMR library, absorbance. Measles virus-infected cells, CPE protection. protection (pct of control), % at 4 µM. hit rate 1.5% among 140,000. AID 841, 2007; in the data active = protection mostly above about 24%, no sharp cut-off; inactive = mostly below about 26%; note: some compounds called inactive have numbers as strong as hits
BB579 growth dn: growth inhibitors of yeast BB579 in restrictive medium, primary screen, yeast lifespan-shortening project, S. cerevisiae; OD615, 48 h; inhibition, % at 10 µM; hit rate 0.51% among 140,000; AID 804, 2007;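 active = inhibition above a set limit, 3 SD over the mean compound inhibition, cut at about 44% in these data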; note: inactives centre near -24
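System: Saccharomyces cerevisiae DeaD strain BB579, replicative lifespan model yeast. Buffer or medium: restrictive glucose-based CSMM-D medium. Doses: one dose, 10 µM compound with 0.25% DMSO. Timing: 4 h preincubation and 48 h exposure at 30 °C. Detection: turbidity as optical density at 615 nm. Benchmarks: amphotericin B 10 µg/mL, positive.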
* = called active by the depositor; . = no result given. Rows were taken by chance; any-hit rate near 6.1%.

SMILES	Yeast life ext	BB579 growth dn	Measles CPE	Phagocyt inh	MRP-1 activ	GALR2 antag	bCat KO growth	E-sel TNF inh	PTEN del growth	NPY Y2 blocker
CC(=S)c1c(C)cc2cc(C)ccn12	-1.7	-20.9	2.9	0.9	-0.8	5.5	104.4	.	99.3	-0.7
COc1ccccc1N1CCN(C(c2ccc(Cl)cc2)c2nnnn2C(C)(C)C)CC1 (stereo unspecified)	-14.9	-50.6	10.6	-0.9	-3.5	3.8	51.1	2.2	46.0	10.4
O=S(=O)([N-]c1nc2ccccc2nc1-[n+]1ccccc1)c1ccccc1	-5.6	6.7	2.3	-7.1	4.6	0.7	97.6	.	108.0	2.4
Cc1cc(C)c(C)c(S(=O)(=O)Nc2ccccc2C(=O)NCCCn2ccnc2)c1C	-9.4	13.9	16.8	0.3	-1.5	3.1	77.8	-22.8	92.0	2.4
O=C(c1ccccc1)N1CCC(c2nc(-c3ccc(S(=O)(=O)NCC4CCCO4)cc3)no2)CC1 (stereo unspecified)	-6.2	-61.7	4.7	-2.1	-0.5	-14.8	25.3	.	47.1	-3.5
Cc1c([C@H]2[C@@H](CC#N)C2(C)C)c2ccccc2n1C	-7.1	0.6	2.2	.	-2.2	-0.7	90.2	6.0	91.7	3.8
CC(=O)NC1=NC(=O)/C(=C/N2CCCCC2)S1	-2.4	-27.1	21.1	2.4	-0.5	3.0	103.3	27.3	100.2	0.7
Cc1nn(Cc2ccc(F)cc2)c(C)c1NC(=O)c1noc2c1CCCCC2	-19.5	-34.5	11.4	-0.1	-1.4	9.3	84.0	-22.1	80.9	1.2
CC1CC(C)CN(CC(O)COCCOc2ccc(Br)cc2)C1 (stereo unspecified)	1.2	-28.8	8.6	.	-1.9	-6.1	69.8	.	71.8	7.1
Cn1cccc1C(=O)OCC(=O)Nc1cc(C(C)(C)C)nn1-c1ccccc1	0.2	-39.2	22.4	-0.2	0.8	-8.5	85.6	11.5	91.1	1.1
CCC(=O)NC(=S)NNC(=O)c1ccc(OC)cc1	-5.9	-16.7	2.3	.	1.8	9.6	38.0	4.2	28.8	9.1
COC(=O)c1ccc(NC(=O)c2sc3nc(-c4ccccc4)cn3c2C)cc1	-9.9	-40.1	3.7	3.8	-2.0	12.1	60.6	18.5	56.6	1.4
CCCCSc1c(C)c2cc3c(cc2[nH]c1=O)OCO3	-10.1	-12.2	21.8	-0.6	-0.7	0.9	97.9	-6.9	78.8	4.4
c1ccc2cc(Sc3ncnc4c3oc3ccccc34)ccc2c1	-17.6	-29.0	7.2	-2.8	-4.0	2.6	96.6	6.5	90.8	-0.8
Cc1nc2ccccc2c(=O)n1NC(=O)c1ccc(F)cc1Cl	4.8	-34.0	2.7	-3.8	-1.9	-1.6	96.1	10.7	98.2	4.9
O=C(CCn1cnc2ccccc2c1=O)Nc1nc(-c2ccc(Br)cc2)cs1	-0.5	-11.3	11.3	-2.5	0.1	-5.3	84.6	-24.7	82.8	-0.5
CC1CCCN(C(=O)Cn2c(-c3nonc3N)nc3ccccc32)C1 (stereo unspecified)	-2.3	-22.1	15.9	1.2	-3.0	2.4	97.9	-17.8	94.8	4.2
CS(=O)(=O)c1cc([N+](=O)[O-])c(Sc2nc3ccccc3[nH]2)c([N+](=O)[O-])c1	-8.8	-8.9	0.9	2.4	-3.6	12.7	82.4	8.5	80.4	-1.2
CCCn1c(=NC(=O)c2c(-c3c(F)cccc3Cl)noc2C)c(C(=O)OCC)cc2c(=O)n3ccccc3nc21	2.2	-33.2	18.0	-7.7	-5.8	9.2	48.0	.	35.8	-0.2
CS(=O)(=O)NCCSCc1c(Cl)cccc1Cl	-10.0	-61.3	11.7	-0.9	1.9	-15.5	103.1	-0.9	101.6	4.7
COc1ccc(/C(N)=N/OC(=O)CSc2ccc(C)cc2)cc1OC	-11.6	-43.4	3.8	-0.9	1.9	-10.2	103.2	19.5	107.7	11.3
COc1ccc(C2C(C(=O)Nc3ccc(F)cc3)=C(C)Nc3nc(CCCO)nn32)cc1 (stereo unspecified)	-1.9	-1.9	16.3	-0.4	-1.4	3.5	93.0	25.3	102.6	0.4
CCOC(=O)C(NCc1ccc2c(c1)OCO2)(NC(=O)CC)C(F)(F)F (stereo unspecified)	-3.6	-76.0	15.3	0.3	0.1	0.3	99.1	-0.6	101.8	0.5
CC(=O)N(C)C(c1ccc(N(C)C)cc1)c1nnnn1-c1c(C)cccc1C (stereo unspecified)	0.2	-36.8	2.9	-11.8	-4.1	-5.1	77.9	.	73.7	6.5
O=[N+]([O-])c1ccc(COc2cccc(CNc3ccc(F)cc3)c2)cc1	-0.1	-27.0	8.1	-4.1	-1.6	0.4	92.2	20.8	90.2	-0.6

Continuation.
SMILES	Yeast life ext	BB579 growth dn	Measles CPE	Phagocyt inh	MRP-1 activ	GALR2 antag	bCat KO growth	E-sel TNF inh	PTEN del growth	NPY Y2 blocker
CN(C)c1ccc(C(=O)c2ccccc2)cc1	-8.3	-4.2	44.5*	0.2	-0.6	5.3	89.3	2.5	87.0	1.5
O=C(/C=C/c1ccc2c(c1)OCO2)NCCSCc1ccc(Cl)cc1	-4.6	-15.2	13.2	.	-1.5	-2.2	100.4	4.2	98.8	22.6*
COC(=O)C1CCN(C(=O)CCCOc2ccccc2)CC1	-9.4	6.4	9.9	3.2	-0.9	-0.3	104.4	32.6	93.0	4.6
CCOc1ccc2nc(NC(=S)N(C)C)sc2c1	-12.1	-2.5	4.7	-0.4	-2.2	13.9	42.5	17.9	54.4	1.6
C=CCN1C(=O)C(O)(CC(=O)c2c(C)n[nH]c2C)c2cc(Br)ccc21 (stereo unspecified)	2.3	-34.6	3.4	-2.7	-1.7	-2.7	93.6	12.5	85.0	1.2
CC(C)CN1C(=O)NC(NC(=O)c2ccco2)(C(F)(F)F)C1=O (stereo unspecified)	-0.5	-41.4	3.9	0.9	0.8	2.6	103.0	.	111.8	1.7
CC(=O)Nc1cccc2c1C(=O)N(c1cccc(C)c1)C2=O	.	-29.9	6.5	.	-1.9	8.1	92.0	31.3	110.8	0.4
Cc1ccc(S(=O)(=O)N(C)CC(=O)OCC(=O)NC(=O)Nc2ccc3c(c2)OCCO3)cc1	-2.4	-48.7	9.3	0.4	-3.1	11.6	89.8	.	97.1	7.1
CCC(=O)N1CCCc2cc(S(=O)(=O)N3CCN(c4ccccc4F)CC3)ccc21	-7.3	-27.9	2.8	-0.1	-2.9	-1.4	31.9	-2.2	44.8	-0.9
CC(C)CC(NC(=O)C1CCC(C)CC1)C(=O)N1CCN(c2ccccn2)CC1 (stereo unspecified)	-2.3	4.0	25.8	0.0	-2.3	-7.2	74.9	.	75.9	-1.3
Cc1cc(C(=O)NCc2cccs2)no1	-10.3	-26.0	25.2	-1.2	0.1	-0.2	88.9	-8.9	89.9	0.1
O=C(Nc1ccc(S(=O)(=O)Nc2nccs2)cc1)/C(=C/c1ccccc1Cl)NC(=O)c1ccccc1	2.4	-7.9	33.7	-7.9	-0.7	4.4	93.4	.	96.5	-0.9
COC(=O)c1ccc2c(c1)S(=O)(=O)NC(=NCc1ccco1)S2	-6.5	-41.0	84.7*	-0.7	-1.9	2.1	94.0	0.8	90.4	1.6
Cc1nn(C)c(C(=O)N/N=C/c2ccccc2)c1[N+](=O)[O-]	-7.9	-77.7	6.8	-2.3	-0.3	-9.6	106.5	-6.5	102.7	1.1
CNC(=O)NC1CCCc2ccccc21 (stereo unspecified)	-15.9	-24.0	23.4*	-0.9	-2.2	-3.4	110.1	-34.2	99.1	0.9
Cc1cc(SCc2cc(=O)n3ccsc3n2)nc2ccccc12	0.0	-36.2	24.0	-2.5	-4.0	6.3	80.3	.	85.3	5.8
Cn1c(=O)[nH]c(=O)c2c1nc(NCCCn1ccnc1)n2Cc1ccc(F)cc1	-8.1	-17.3	17.3	-1.1	1.1	4.8	96.7	.	105.7	-1.2
C=CCc1cccc2cc(C(=O)Nc3ccc(S(=O)(=O)Nc4nnc(CC)s4)cc3)c(=O)oc12	-0.3	-39.3	8.4	-14.2	0.3	1.7	92.8	8.1	97.1	-1.0
CN(Cc1ccccc1)S(=O)(=O)c1ccc2c(c1)OCCO2	-1.8	-37.6	5.5	0.1	-3.4	-1.8	89.7	9.0	90.3	6.8
COc1ccc2cnnc(SCC(=O)Nc3ccccc3)c2c1OC	-1.2	-15.1	2.2	-10.2	-0.6	-4.5	84.5	.	103.0	3.1
O=C(NCC1CCNCC1)c1ccncc1	-4.3	-30.3	10.4	.	-2.7	-13.3	101.8	-3.6	92.7	2.2
C=CCn1c(=O)n(CCC#N)c(=O)n(CCC#N)c1=O	-10.6	-85.2	10.1	-0.5	-0.6	-0.3	98.5	8.6	110.7	0.3
Cn1c(=O)oc2cc(S(=O)(=O)N3CCCc4ccccc43)ccc21	-7.3	-9.4	3.4	-0.1	-3.1	4.7	14.6	1.6	14.9	0.5
CCCCOCCCNC(=O)c1ccc(OC)cc1	-9.0	-10.3	13.8	-0.9	-4.5	-6.7	86.8	10.4	103.2	1.1
CC1=CC(C)(C)N(C(=O)CSc2nncn2C)c2ccccc21	.	-27.0	1.7	.	0.5	-1.9	97.2	25.6	92.8	0.3

Two entries picked at random from those above:
SMILES	Yeast life ext	BB579 growth dn	Measles CPE	Phagocyt inh	MRP-1 activ	GALR2 antag	bCat KO growth	E-sel TNF inh	PTEN del growth	NPY Y2 blocker
Cc1nn(Cc2ccc(F)cc2)c(C)c1NC(=O)c1noc2c1CCCCC2	-19.5	-34.5	11.4	-0.1	-1.4	9.3	84.0	-22.1	80.9	1.2
CC(=O)Nc1cccc2c1C(=O)N(c1cccc(C)c1)C2=O	.	-29.9	6.5	.	-1.9	8.1	92.0	31.3	110.8	0.4

Further structures.
SMILES	Yeast life ext	BB579 growth dn	Measles CPE	Phagocyt inh	MRP-1 activ	GALR2 antag	bCat KO growth	E-sel TNF inh	PTEN del growth	NPY Y2 blocker
Cc1sc2ncnc(SCC(=O)c3ccc4c(c3)OCCO4)c2c1-c1ccccc1	-1.9	1.1	2.2	-0.8	0.6	2.8	100.8	-17.4	97.0	3.5
C=C(C)Cn1c(CCCNC(=O)CCC)nc2ccccc21	-7.2	-48.6	2.2	-1.0	-1.5	7.2	94.1	-31.5	106.5	2.0
Cc1[nH]nc2c1C1(CCOCC1)C(C#N)=C(N)O2	-9.5	-5.3	5.7	-0.7	3.0	1.9	92.3	.	94.0	1.7
Cc1ccc(C2C(C(N)=S)=C(N)OC3=C2C(=O)CC(C)(C)C3)cc1 (stereo unspecified)	-0.5	4.4	11.4	-11.1	1.9	-1.4	97.7	.	92.7	0.7
COc1ccc(OC)c(/C=C/C(=O)Nc2ccc3c(c2)CCC3)c1	-6.7	-36.4	2.5	-8.4	1.8	11.2	102.8	6.9	93.1	4.1
